# Screening data from PubChem BioAssay.
# TbMetRS inhib = Trypanosoma brucei MetRS inhibition. inhibition, % at 11.9 µM. purified T. brucei MetRS, ATP depletion, Kinase-Glo luminescence. hit rate 0.4% among 360,000;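 active = inhibition above a per-plate cutoff of the control wells' mean inhibition plus 3 SD, cut at about 5.5% in these data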;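 note: 0% = DMSO wells median and 100% = median of wells with control inhibitor compound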
#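 technique = Kinase-Glo luminescence, ATP depletion format | system = purified MetRS (methionyl-tRNA synthetase) enzyme from Trypanosoma brucei | timing = 15 min preincubation, 2 h reaction, all 25 °C | evaluation = percent inhibition versus plate control medians | dosing = single dose, 11.9 µM final nominal, 0.9% final DMSO | also added = substrates ATP, L-methionine and bulk Escherichia coli tRNA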
# MsrA inhibitor = inhibitors of bovine MsrA; inhibition, % at 15.5 µM; purified bovine MsrA, absorbance read-out; hit rate 0.75% among 360,000; AID 651718; in the data active = inhibition above about 4.5%;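 note: 0% = vehicle wells with enzyme and 100% = reference inhibitor wells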
# MLLE-PAM2 inh = inhibitors of microRNA-mediated deadenylation, human PABP1 MLLE binding | P11940 | GST-MLLE / FITC-PAM2 fluorescence polarization | inhibition, % at 20 µM | hit rate 0.36% among 360,000 | AID 588489; in the data active = inhibition above about 35%, passing the limit was not always enough;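 note: plate controls were DMSO wells with GST-MLLE for no effect and wells lacking GST-MLLE protein for full effect; some results filed as inactive read as strong as hits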
# MsrA act = bovine methionine sulfoxide reductase A activation; purified bovine MsrA, absorbance read-out; activation, % at 10.6 µM; hit rate 0.3% among 360,000; AID 602163; in the data active = activation above about 7.5%;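 note: 0% = vehicle and 100% = reference activator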
# eLon inh = E. coli protease La inhibition | purified E. coli Lon protease, fluorescence polarization | hit rate 0.42% among 360,000 | inhibition, % at 7.94 µM | AID 602123 | P0A9M0; in the data active = inhibition above about 13%, passing the limit was not always enough;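 note: 0% = enzyme with probe and DMSO and 100% = no enzyme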
# Target sequence (P0A9M0 whole entry, looked up): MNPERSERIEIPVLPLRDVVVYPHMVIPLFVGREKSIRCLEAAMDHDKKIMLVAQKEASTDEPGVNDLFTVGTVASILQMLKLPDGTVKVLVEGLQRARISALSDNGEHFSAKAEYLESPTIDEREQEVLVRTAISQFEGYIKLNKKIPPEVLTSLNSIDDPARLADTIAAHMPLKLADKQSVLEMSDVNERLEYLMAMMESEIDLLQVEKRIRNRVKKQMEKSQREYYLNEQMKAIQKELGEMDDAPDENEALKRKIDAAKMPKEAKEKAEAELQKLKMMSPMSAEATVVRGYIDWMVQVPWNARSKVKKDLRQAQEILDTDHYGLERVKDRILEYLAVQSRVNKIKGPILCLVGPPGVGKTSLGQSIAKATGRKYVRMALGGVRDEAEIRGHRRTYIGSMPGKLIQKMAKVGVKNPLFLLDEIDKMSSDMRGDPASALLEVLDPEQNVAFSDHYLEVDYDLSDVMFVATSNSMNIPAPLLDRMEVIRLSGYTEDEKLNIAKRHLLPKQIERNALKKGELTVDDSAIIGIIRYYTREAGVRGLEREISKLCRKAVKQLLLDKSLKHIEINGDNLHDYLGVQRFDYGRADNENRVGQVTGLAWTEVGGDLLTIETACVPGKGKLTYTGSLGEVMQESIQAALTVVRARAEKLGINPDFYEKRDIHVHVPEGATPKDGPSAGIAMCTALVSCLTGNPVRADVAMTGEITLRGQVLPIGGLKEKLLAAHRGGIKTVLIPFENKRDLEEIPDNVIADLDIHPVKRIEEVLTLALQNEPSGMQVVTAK
# FAS-TE inh = blocks the thioesterase domain of human fatty acid synthase | recombinant FAS-TE, OMFH fluorogenic substrate, fluorescence endpoint | inhibition, % at 15 µM | hit rate 0.67% among 360,000 | AID 602261;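 active = compounds whose normalised, plate-corrected inhibition of enzyme fluorescence in the single-dose primary screen is 50% or more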;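 note: 0% = DMSO with enzyme and 100% = substrate without enzyme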
# MT1-MMP act inh = MT1-MMP (human) activation inhibition; P50281; HT1080 RFP-PRO-GFP cells, GFP/RFP ratio fluorescence, overnight; percent of plate control window, DMSO zero; GFP/RFP ratio change, % at 20 µM; hit rate 0.061% among 360,000;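 active = GFP/RFP ratio change of at least 30% with cell ATP level not reduced by more than half and red fluorescence within 50% of control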; note: strong numbers were not always called active
#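 Material: RFP-PRO-GFP reporter HT1080 cells. Dosing: single-point 20 µM compound, 1% DMSO. Controls: DMSO and RFP-L50D-GFP cell wells. Timing: cells overnight before dosing, compound overnight, 37 °C, 5% CO2. Measure: GFP/RFP fluorescence ratio.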
# SKN-1 inh = inhibitors of C. elegans SKN-1. C. elegans VP596 Pgst-4::GFP/RFP ratio, acrylamide-induced, 24 h. inhibition, % at 21.8 µM. hit rate 0.49% among 360,000. AID 624304;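 active = interference check ratio from 0.5 to 1.5 plus GFP to RFP signal ratio inhibition reaching or exceeding a fixed threshold, cut at about 30% in these data, passing the limit was not always enough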; note: some compounds called inactive have numbers as strong as hits
# CendR NRP1 mod = modulators of CendR peptide binding to human neuropilin-1 | hit rate 0.85% among 360,000 | AID 602438 | O14786 | inhibition, % at 25 µM | FAM-RPARPAR peptide binding to NRP-1, fluorescence polarization;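 active = inhibition or corrected inhibition above about 18%, plus a signal ratio from 0.5 to 1.5, limit read from the data, passing the limit was not always enough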; note: strong numbers were not always called active
# * marks the source's active call; other numbers are inactive results; i = inactive. Rows are unselected; about 4% have a hit in one of these screens.
SMILES,TbMetRS inhib,MsrA inhibitor,MLLE-PAM2 inh,MsrA act,eLon inh,FAS-TE inh,MT1-MMP act inh,SKN-1 inh,CendR NRP1 mod
CC(C)NC(=O)C1(C)Cc2c(-c3ccc(N(C)C)cc3)ccnc2O1 (stereo not given),-0.2,3.0,6,-2,-14,-2,2,6,-5
CCc1cc(C(N)=O)c(NC(=O)c2ccc(OC)cc2)s1,-0.1,0.7,-3,-5,9,10,6,15,6
CCOc1ccccc1NC(=O)CNS(=O)(=O)c1ccc2nc(C)sc2c1,0.0,0.2,-8,0,-2,-1,-2,5,5
O=C(Cc1cccs1)Nc1nc(-c2cccnc2)cs1,0.3,-0.2,-11,-4,-10,-2,0,8,-27
COc1ccc(C(=O)NCCNc2ccccc2[N+](=O)[O-])cc1,0.7,-0.9,1,0,-6,6,7,-4,14
Cc1cc(C(=O)CN2C(=O)C(=O)N(Cc3ccco3)C2=O)c(C)n1CCc1ccccc1,0.6,-0.3,-2,-5,-5,18,-6,-6,-4
C=CCNC(=O)Cn1nnc(-c2ccc(-c3ccc(OC)cc3)cc2)n1,-1.4,-0.6,0,-9,1,-6,3,7,-10
Cc1ccc(C)c(OCC(=O)N/N=C\c2cccn2C)c1,-1.6,5.1*,10,-14,-12,0,8,-10,35*
COc1ccc(/C=C2\SC(=S)N(CCC(=O)Nc3ccccn3)C2=O)cc1OC,-0.3,1.2,1,-4,-17,-3,0,-4,-12
CC(C)(c1ccccc1)c1ccc(OCCN2CCOCC2)cc1,-1.1,1.1,-12,-2,-2,1,-2,-7,-2
CCSc1nnc(NC(=O)Cc2cc(OC)c(OC)c(OC)c2)s1,-0.9,-0.5,3,-8,7,-8,2,-14,4
Cc1ccccc1OCC(=O)Nc1ccc(N2CCOCC2)cc1N1CCOCC1,-0.3,1.2,-8,-2,-9,0,2,4,-4
O=C(CSc1ccc(-c2ccc(Br)cc2)nn1)NCC1CCCO1 (stereo not given),1.4,0.2,1,-5,-5,-4,5,-6,12
O=C(NC1CCCC1)C(c1ccccn1)N(C(=O)c1csnn1)C1CCCCC1 (stereo not given),-0.9,-0.4,-3,-7,-1,-4,2,-18,0
CC(=O)Nc1cnc(-c2ccc(O)cc2C)cn1,-0.2,-0.3,-5,-3,-6,-9,-4,-1,18
Cc1ccc[n+](CC(=O)N2CCCCC2)c1C,0.2,0.1,-12,-3,-10,-8,2,-2,3
Cc1ccc(S(=O)(=O)N2CCCC2)cc1C(=O)O,-0.9,0.9,-2,1,16,-8,-2,-1,4
C=CCn1c(=O)c(C(=O)NCc2ccc(Cl)cc2)c(O)c2ccccc21,-1.0,0.7,10,-8,-24,17,-2,14,6
Cc1cccc(C(=O)NC(=S)Nc2ccc(N3CCOCC3)cc2)c1,0.3,-0.1,26,-5,-16,3,3,-4,4
O=C(CC1SC(=Nc2ccc3c(c2)OCCO3)NC1=O)Nc1ccc(F)cc1F (stereo not given),0.3,1.8,-103,-4,3,-2,2,-8,8
Cc1ccc2nc(SCC(=O)N3CC(C)OC(C)C3)nc(=O)n2c1 (stereo not given),-0.3,2.5,7,-2,1,-8,-2,0,1
COC(=O)c1ccccc1NC(=O)CSc1ccc(C)cc1,0.0,-0.7,12,0,2,15,3,4,10
CC(NC(=O)COc1ccccc1)C(=O)NCc1ccc(S(N)(=O)=O)cc1 (stereo not given),-0.2,-1.0,-4,-10,2,-7,2,-21,-10
COc1cc(CCC(C)=O)ccc1OC(=O)c1c(F)cccc1Cl,0.1,0.3,2,-2,-4,-4,2,-1,-2

# Ordered by length of the SMILES (highest first): eleven of the compounds above
SMILES,TbMetRS inhib,MsrA inhibitor,MLLE-PAM2 inh,MsrA act,eLon inh,FAS-TE inh,MT1-MMP act inh,SKN-1 inh,CendR NRP1 mod
O=C(CC1SC(=Nc2ccc3c(c2)OCCO3)NC1=O)Nc1ccc(F)cc1F (stereo not given),0.3,1.8,-103,-4,3,-2,2,-8,8
O=C(NC1CCCC1)C(c1ccccn1)N(C(=O)c1csnn1)C1CCCCC1 (stereo not given),-0.9,-0.4,-3,-7,-1,-4,2,-18,0
C=CCn1c(=O)c(C(=O)NCc2ccc(Cl)cc2)c(O)c2ccccc21,-1.0,0.7,10,-8,-24,17,-2,14,6
Cc1ccccc1OCC(=O)Nc1ccc(N2CCOCC2)cc1N1CCOCC1,-0.3,1.2,-8,-2,-9,0,2,4,-4
Cc1ccc2nc(SCC(=O)N3CC(C)OC(C)C3)nc(=O)n2c1 (stereo not given),-0.3,2.5,7,-2,1,-8,-2,0,1
Cc1cccc(C(=O)NC(=S)Nc2ccc(N3CCOCC3)cc2)c1,0.3,-0.1,26,-5,-16,3,3,-4,4
CCSc1nnc(NC(=O)Cc2cc(OC)c(OC)c(OC)c2)s1,-0.9,-0.5,3,-8,7,-8,2,-14,4
COC(=O)c1ccccc1NC(=O)CSc1ccc(C)cc1,0.0,-0.7,12,0,2,15,3,4,10
Cc1ccc(S(=O)(=O)N2CCCC2)cc1C(=O)O,-0.9,0.9,-2,1,16,-8,-2,-1,4
CC(=O)Nc1cnc(-c2ccc(O)cc2C)cn1,-0.2,-0.3,-5,-3,-6,-9,-4,-1,18
Cc1ccc[n+](CC(=O)N2CCCCC2)c1C,0.2,0.1,-12,-3,-10,-8,2,-2,3

# More records:
SMILES,TbMetRS inhib,MsrA inhibitor,MLLE-PAM2 inh,MsrA act,eLon inh,FAS-TE inh,MT1-MMP act inh,SKN-1 inh,CendR NRP1 mod
Cc1cccc(NC(=O)Cc2c(F)cccc2Cl)n1,0.7,0.5,2,-3,-3,0,-2,5,-5
COc1ccc(Oc2nnc(-c3ccccc3)cc2C#N)cc1,0.1,-0.1,-5,-15,-7,-3,-1,3,2
COc1cc(NS(=O)(=O)c2ccc(NC(=O)c3ccc([N+](=O)[O-])cc3)cc2)ncn1,-0.4,-2.4,0,-1,3,0,5,14,7
CC1(C)Cc2ccccc2-c2nnc(-c3ccc(O)cc3)n21,0.9,-0.5,2,-1,-4,-8,4,-4,2
Cc1ccc(CN=c2c([N+](=O)[O-])nn(-c3cccc(C)c3)n2O)cc1,-0.1,2.5,1,-2,-5,23,9,8,13
O=c1c2c(nc3cc(-c4ccc(F)cc4)[nH]n13)CCC2,-1.2,0.3,8,-10,-1,0,6,11,6
Cc1cnc(C(=O)OC(C)C(=O)Nc2ccc3c(c2)OCCO3)cn1 (stereo not given),0.1,1.2,7,-6,-8,-4,-1,1,0
CCN(CC)C(=O)C1=C(C)N(Cc2ccc(OC)cc2)C(=O)C(CC(=O)NC2CC2)C1 (stereo not given),-0.9,-0.5,7,0,-11,-6,1,-4,0
Cc1ccc(-n2ncc3c(=O)[nH]c(SCC(=O)N4CC(=O)Nc5ccccc54)nc32)cc1,0.0,-1.2,-3,2,-7,-2,-1,4,11
Cc1ccc(N(Cc2ccccc2F)S(C)(=O)=O)c(C)c1,-0.6,-0.4,-1,3,-1,4,-10,4,0
O=C(Nc1nc(-c2ccccn2)cs1)c1ccccc1-n1cnnn1,-0.3,1.5,21,-4,-2,-1,5,-3,-2
O=C(NCC(=O)N(c1ccccc1)C(C(=O)NC1CCCC1)c1cccnc1)c1ccco1 (stereo not given),-0.7,0.4,-3,-2,4,-6,0,-30,-11
Cc1ccc(S(=O)(=O)Nc2cc(NC(=O)CN3CCOCC3)ccc2Cl)cc1,-0.5,-0.7,10,-10,-3,-9,0,15,7
COc1ccc(-c2nnc(Nc3nc4c(OC)cccc4s3)o2)cc1,-1.5,-0.4,-6,-14,8,4,8,5,-22
O=C(N/N=C/c1ccc(Cl)cc1Cl)c1cccc(N2CCCC2=O)c1,-0.7,-0.2,0,-3,6,-1,3,10,-5
CCOC(=O)N/N=C/c1cn(CCCOc2ccccc2)c2ccccc12,-0.2,1.0,-2,-4,-10,9,0,1,-19
Cc1nn(Cc2ccccc2)c(C)c1C(=O)NCCCN1CCCC1=O,0.0,1.4,3,-2,-9,-10,6,28,14
COc1ccc(C(=O)Nc2ccc(C)c(S(=O)(=O)N3CCCCCC3)c2)cc1,-1.4,-0.2,-10,-10,-3,20,1,-11,0
CC(C)(C)OC(=O)N(Cc1ccccc1)Cc1cccc(OCc2cccc(NC(=O)C3CC3)c2)c1,-0.4,0.2,-7,-5,-5,21,-5,-4,7
CC1(C(=O)Nc2c(F)c(F)c(F)c(F)c2F)CC1(Br)Br (stereo not given),-0.3,0.7,-14,-2,-3,1,-1,0,1
CCSc1nnc(NC(=O)[C@@H](NC(=O)c2cc(OC)cc(OC)c2)C(C)C)s1,0.2,0.2,-10,-3,-4,-5,4,-2,-10
C/C(=N\OC(=O)c1c(-c2c(F)cccc2Cl)noc1C)c1nccs1,-0.9,0.4,7,-4,21,19,0,-3,0
COC(=O)c1ccc2c(=O)n(CCCCCC(=O)N3CCN(c4ccc(F)cc4)CC3)c(=O)[nH]c2c1,0.1,-2.7,-4,-1,-2,6,-3,15,13
CCn1cc(SCC(=O)N2CCc3ccccc32)c2ccccc21,-0.3,1.1,12,2,3,23,-2,7,-13
Cn1nc(C(=O)NCc2ccccc2CN2CCCC2)c2ccccc2c1=O,0.0,-0.7,10,-4,7,-5,-3,9,-8
Cc1cc(C)n(-c2nc(-c3ccc(Cl)cc3)cs2)n1,0.2,-1.5,-10,-4,12,12,-5,10,7
Nc1cc(N2CCCC2)c(Cl)cc1[N+](=O)[O-],0.0,3.6,7,-9,5,14,9,17,2
O=C(/C=C(O)/C=C/c1ccc(O)cc1)/C=C/c1ccc(O)cc1,-0.3,1.4,109,-2,i,-5,-10,19,148
O=C(NCc1cccs1)c1ccc(-c2ccc(F)c(F)c2)c2ccoc12,-0.6,-0.6,-2,-7,-8,22,5,16,-9
Cc1cc2[nH]c(=O)c(=O)[nH]c2cc1S(=O)(=O)N1CCC(C)CC1,-0.2,1.7,9,-1,10,4,-1,-4,6
COc1ccc(-c2ccc3[nH]c4c(c3c2)CCN2C(=O)[C@@H]([C@H](C)O)[C@@H](N(C)C(=O)Nc3ccccc3)C[C@@H]42)cc1,-0.7,-0.8,-7,0,-3,24,-8,-1,6
OC(Cc1cccc(C=NN2CCOCC2)n1)(C(F)(F)F)C(F)(F)F,-0.3,0.5,6,-8,-6,2,-3,14,21
COc1cc(S(=O)(=O)N2CCN(Cc3cccs3)CC2)ccc1NC(C)=O,-0.3,-1.1,-13,-1,-5,-3,0,-6,-10
Cc1nc(-c2cccnc2)sc1C(N)=O,-0.1,0.5,5,-5,-10,-6,-2,-13,-9
Cc1ccc(C(=O)NCC(=O)N2CCC3(CC2)NCCc2[nH]cnc23)cc1C,0.2,0.8,-32,-2,2,-7,1,-1,-5
CCOC(=O)C1(Cc2ccccc2Cl)CCN(C(=O)CCn2ccnc2C)CC1,-0.6,-0.6,-3,-2,5,-6,3,13,0
Cc1ccccc1C(=O)c1cccn1CC(=O)NCc1ccc(F)cc1,0.6,-0.2,-28,0,6,0,2,16,3
